VHR inh abs = VHR1 phosphatase inhibitors, primary screen, biochemical, absorbance, uHTS. Dual specificity protein phosphatase 3 (Homo sapiens), P51452. recombinant VHR phosphatase, pNPP absorbance. inhibition, % at 13.3 µM. actives 0.52% (n = 290,000); in the data active = inhibition above about 50%; also: some compounds called inactive have numbers as strong as hits
Target sequence (P51452 whole entry, looked up): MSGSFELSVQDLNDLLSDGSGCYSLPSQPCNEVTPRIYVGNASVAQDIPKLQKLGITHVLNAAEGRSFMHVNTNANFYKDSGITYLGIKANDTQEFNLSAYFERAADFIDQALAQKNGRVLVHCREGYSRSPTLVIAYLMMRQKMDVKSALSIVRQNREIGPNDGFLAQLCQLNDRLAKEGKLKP
PriA SSB inh = inhibitors of Klebsiella pneumoniae PriA binding to SSB C-terminal tail, primary screen, biochemical, AlphaScreen; PriA–SSB C-terminal tail interaction (Klebsiella pneumoniae); AlphaScreen SSBct-PriA binding, biotinylated peptide; inhibition, % at 33 µM; actives 0.6% (n = 430,000); AID 1272365, 2023; in the data active = inhibition mostly above about 37%, no sharp cut-off; inactive = mostly below about 20%;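 also: plate controls were negative control peptide for no effect and reference peptide for full effect; strong numbers were not always called active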
Yp Topo-I inh = Yersinia pestis topoisomerase I inhibitors, primary screen, biochemical, cleavage product accumulation, plate reader, single point; Y. pestis Topo-I cleavage product accumulation; activity, % at 10 µM; actives 0.064% (n = 360,000); in the data active = activity above about 50%, passing the limit was not always enough; inconclusive = no clear call, values can overlap the other calls; also: inactives centre near 2
Anthrax LF inh2 = Bacillus anthracis LF protease inhibitors, primary screen, biochemical, multiplex microsphere, MLPCN library; inhibition, % at 10 µM; multiplex microsphere protease cleavage assay; AID 588501, 2011; actives 0.12% (n = 360,000); Lethal factor (Bacillus anthracis), P15917; also: plate controls were buffer without enzyme for full effect and enzyme alone for no effect
Target sequence (P15917 whole entry, looked up): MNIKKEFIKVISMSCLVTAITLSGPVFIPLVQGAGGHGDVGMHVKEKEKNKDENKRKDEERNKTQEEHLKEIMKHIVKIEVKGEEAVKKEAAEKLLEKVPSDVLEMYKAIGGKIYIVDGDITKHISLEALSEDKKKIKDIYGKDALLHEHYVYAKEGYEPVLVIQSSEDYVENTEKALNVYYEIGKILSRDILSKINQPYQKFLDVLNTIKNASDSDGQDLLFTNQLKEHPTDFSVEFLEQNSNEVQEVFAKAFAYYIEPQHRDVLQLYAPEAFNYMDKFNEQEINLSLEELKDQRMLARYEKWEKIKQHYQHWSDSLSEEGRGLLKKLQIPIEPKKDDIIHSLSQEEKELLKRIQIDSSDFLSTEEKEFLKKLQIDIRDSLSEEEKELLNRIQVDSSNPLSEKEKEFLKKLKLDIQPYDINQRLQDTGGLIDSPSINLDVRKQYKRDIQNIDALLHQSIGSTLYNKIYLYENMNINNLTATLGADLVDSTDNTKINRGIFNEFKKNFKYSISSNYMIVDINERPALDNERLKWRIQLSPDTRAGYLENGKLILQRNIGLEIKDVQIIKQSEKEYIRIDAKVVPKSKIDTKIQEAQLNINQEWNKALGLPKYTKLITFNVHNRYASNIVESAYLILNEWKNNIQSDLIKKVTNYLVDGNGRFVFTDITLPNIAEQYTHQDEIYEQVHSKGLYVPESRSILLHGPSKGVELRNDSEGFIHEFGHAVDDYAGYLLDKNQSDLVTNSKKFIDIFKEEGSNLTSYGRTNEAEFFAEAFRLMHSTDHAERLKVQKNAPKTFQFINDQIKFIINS
Vc quorum ag = inducers of Vibrio cholerae quorum light production without autoinducers, primary screen, BH1578 luxS cqsA deficient, single point | V. cholerae BH1578 lux reporter, luminescence, 6 h | activation, % at 18.7 µM | actives 0.16% (n = 350,000) | AID 588436, 2011; in the data active = activation mostly above about 9.7%, no sharp cut-off; inconclusive = no clear call, values can overlap the other calls; inactive = mostly below about 3.7%; also: not every result past the cut was called active; inactives centre near 0; reference of the scale not given here
BoNT-A LC inh2 = BoNT/A light chain protease inhibitors, primary screen, biochemical, flow cytometry, MLPCN library | AID 588499, 2011 | inhibition, % at 10 µM | actives 0.17% (n = 360,000) | multiplex microsphere protease substrate cleavage | Botulinum neurotoxin type A light chain protease (Clostridium botulinum A str. ATCC 3502); also: plate controls were buffer without enzyme for full effect and enzyme alone for no effect
CCHF vOTU inh = CCHFV vOTU protease inhibitors, primary screen, biochemical, Pep-AMC substrate, fluorescence | Crimean-Congo hemorrhagic fever virus L polyprotein viral ovarian tumor (vOTU) protease … | inhibition, % at 11.5 µM | actives 0.55% (n = 370,000) | AID 651958, 2012; in the data active = inhibition above about 30%; also: 0% = vehicle wells with enzyme and 100% = no enzyme wells
TcdB GH inh = TcdB glycohydrolase inhibitors, primary screen, biochemical, single point, plate reader; TcdB glycohydrolase enzymatic assay; inhibition, % at 9.99 µM; actives 0.24% (n = 350,000); in the data active = inhibition above about 10%
SARS 3CLpro inh = SARS-CoV 3CLpro protease inhibitors, primary screen, biochemical, quenched FRET; recombinant SARS-CoV 3CLpro, quenched FRET peptide cleavage; inhibition, % at 6 µM; actives 0.14% (n = 290,000); in the data active = inhibition above about 12%
PfHsp40 rescue = rescue of yeast from PfHsp40 toxicity, primary screen, S. cerevisiae, ATP luminescence | S. cerevisiae expressing PfHsp40, growth rescue | growth rescue, % at 12.5 µM | actives 0.68% (n = 340,000); in the data active = growth rescue above about 28%, passing the limit was not always enough; inconclusive = no clear call, values can overlap the other calls;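 also: yeast W303a lacking pdr1 and pdr3 grown in galactose medium; growth measured after three days at 30 °C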
The depositor's hits bear a star; i = inactive; ? = inconclusive; / = no result given. Rule as the data show it, unless noted: active = inhibition above about 30%; inconclusive = no clear call, values can overlap the other calls; inactive = below that. This is a subset. The share of hits here may be higher or lower than overall.

SMILES | VHR inh abs | PriA SSB inh | Yp Topo-I inh | Anthrax LF inh2 | Vc quorum ag | BoNT-A LC inh2 | CCHF vOTU inh | TcdB GH inh | SARS 3CLpro inh | PfHsp40 rescue
CC(NC(=O)C(C)N1CCN(Cc2ccccc2)CC1)c1ccc(F)cc1 (stereo not given) | 2 | 2 | 11 | 6 | i | 1.8 | 6 | 0.4 | -2 | -0.3
Cc1ccc(S(=O)(=O)NCc2ccccc2)cc1C(=O)N(C)CC(=O)Nc1ccccc1Br | / | -3 | 17 | 2 | -6.2 | -0.3 | -3 | 1.4 | / | 0.5
CCn1c(SCC(=O)NC2CCCCC2)nnc1C(CO)NC(=O)c1ccccc1 (stereo not given) | 14 | -18 | 2 | 1 | 0.6 | 1.0 | -8 | 0.1 | 1 | -1.0
CC(=O)c1c(C(=O)O)c2ccccc2[nH]c1=O | -4 | 1 | 5 | 1 | -2.4 | -1.0 | -21 | 1.2 | 3 | 0.9
Cc1ccc(-n2ncc3c(NCc4cccnc4)ncnc32)c(C)c1 | 37 | -5 | -1 | -4 | i | -0.9 | 8 | / | 0 | -0.2
Cc1ccc(S(=O)(=O)Oc2ccccc2/C=C2/SC(=O)NC2=O)cc1 | -14 | -1 | 6 | -3 | -0.6 | ? | -2 | 10* | 0 | 0.1
O=C/C(=C\Nc1ccc(Br)cc1)c1nc2ccccc2o1 | -4 | -5 | 2 | 3 | i | -0.3 | -14 | 2.0 | 1 | 0.7
O=C(CSc1nc2cc(Cl)ccc2o1)NC1CC1 | / | -8 | 3 | / | 3.4 | / | -8 | 1.4 | / | 0.1
O=C(Nc1cc2c(cc1Br)OCCCO2)c1cccnc1 | -9 | 4 | -3 | 6 | -0.4 | 0.7 | -3 | 1.6 | -2 | -0.5
O=C(Nc1cccc(S(=O)(=O)N2CCOCC2)c1)c1cc([N+](=O)[O-])ccc1N1CCOCC1 | / | 8 | -9 | 2 | i | 1.8 | 10 | 0.9 | / | 0.0
COc1ccc(Oc2nc3ccccc3nc2C(F)(F)F)cc1 | 15 | -16 | -4 | -2 | -0.5 | -2.1 | 19 | / | 4 | 0.0
COc1cccc(-c2nn[nH]n2)c1O | -14 | -14 | 1 | 0 | -0.3 | -0.4 | 5 | / | 2 | -1.0
CSCc1c(C(=O)OCC(=O)c2ccc[nH]2)oc2ccccc12 | / | -1 | 13 | -2 | -0.5 | -1.3 | -7 | 1.7 | / | 6.2
Cc1ccc(Nc2c(N)c(=O)oc3ccccc23)cc1 | 9 | 24 | 9 | -14 | -3.8 | -1.5 | 11 | / | -2 | 0.2
CCOC(=O)C1CN(S(=O)(=O)c2ccc(OC)cc2)c2ccccc2O1 (stereo not given) | 14 | -9 | -1 | -5 | i | -4.0 | 7 | 3.2 | 5 | -0.7
COc1cc(CC(=O)Oc2ccc3c(c2)OCO3)cc(OC)c1OC | 5 | -21 | -2 | 1 | i | 0.6 | 7 | / | 0 | -0.4
Cc1ccccc1Cn1nc(C)c(NC(=O)/C=C/c2cnn(C)c2)c1C | -20 | -4 | -10 | -2 | -0.3 | -0.5 | -4 | / | 1 | -0.2
OC(CNc1ccccc1)COc1ccc(OCC(O)CNc2ccccc2)cc1 (stereo not given) | 17 | 21 | -7 | -1 | i | 1.6 | 4 | / | 6 | 0.9
COc1cccc(-c2cccc(-c3nc(C(=O)NCCCN4CCOCC4)cc4c3[C@H](CCO)N(S(=O)C(C)(C)C)C4)c2)c1 (stereo not given in full) | / | / | / | -4 | / | -0.7 | -2 | -0.4 | / | /
COC(=O)c1sc(NC(=O)C2CCCO2)c(C(=O)OC)c1C (stereo not given) | 0 | -11 | 6 | -1 | 6.3 | 0.4 | -3 | / | 0 | 3.7
CC(=O)c1c(C)[nH]c(C(=O)Nc2ccc(C)cc2Br)c1C | 26 | 2 | 10 | 1 | -0.4 | -0.7 | -13 | 2.3 | 7 | -0.3
CCOC(=O)N1CCN(c2c(NCCN3CCN(c4ccccc4F)CC3)c(=O)c2=O)CC1 | 21 | -8 | 12 | -2 | i | 0.6 | 7 | 2.0 | 4 | 0.0
Cc1ccc(S(=O)(=O)N2CCOCC2)cc1NC(=O)CSc1nc(N)cc(=O)[nH]1 | 3 | -3 | -3 | -2 | 0.4 | -0.5 | 5 | 0.6 | 2 | 0.2
CC(=O)Nc1ccc2c(c1)C(C)(C)C(C)N2C (stereo not given) | 26 | 8 | / | / | / | / | -12 | -55 | -2 | /
Cc1ccc(CN2CCC[C@]3(N[C@H](c4ccc(C)cc4)[C@@H]4C(=O)N(Cc5ccccc5)C(=O)[C@@H]43)C2=O)cc1 | / | / | -4 | -7 | i | -0.6 | 15 | -5.0 | / | /
CCC(C)(C(=O)Nc1ccc2c(c1)OCCO2)N(C(C)=O)c1ccc(C(N)=O)cc1 (stereo not given) | 30 | -8 | -10 | -7 | -0.4 | -0.3 | -6 | / | 1 | -0.9
Cc1ccc(S(=O)(=O)N2CCC(=O)N(CCOC(=O)Nc3cccc(Cl)c3)CC2)cc1 | 5 | -20 | 29 | -7 | -0.7 | -0.3 | -3 | 0.6 | -4 | 1.3
O=C(NCCNC(=O)C(F)(F)F)c1ccncc1 | 36 | 2 | 5 | ? | -0.2 | 0.2 | 2 | / | / | -1.4
Cc1nn(CC(=O)OC(C)C(=O)Nc2ccccc2[N+](=O)[O-])c(C)c1[N+](=O)[O-] (stereo not given) | 13 | -4 | 2 | 1 | -0.3 | 0.1 | 7 | / | -3 | -0.2
O=C(COc1cccc2ccccc12)NNC(=O)C1CCCO1 (stereo not given) | 8 | -13 | -11 | -7 | -0.4 | -1.3 | -13 | / | 4 | 0.0

Profiles, looked up by structure. Order of values: VHR inh abs	PriA SSB inh	Yp Topo-I inh	Anthrax LF inh2	Vc quorum ag	BoNT-A LC inh2	CCHF vOTU inh	TcdB GH inh	SARS 3CLpro inh	PfHsp40 rescue
`Cc1nn(CC(=O)OC(C)C(=O)Nc2ccccc2[N+](=O)[O-])c(C)c1[N+](=O)[O-]` (stereo not given) as listed: 13	-4	2	1	-0.3	0.1	7	/	-3	-0.2
`O=C(NCCNC(=O)C(F)(F)F)c1ccncc1` as listed: 36	2	5	?	-0.2	0.2	2	/	/	-1.4
`O=C(COc1cccc2ccccc12)NNC(=O)C1CCCO1` (stereo not given) as listed: 8	-13	-11	-7	-0.4	-1.3	-13	/	4	0.0
`CCOC(=O)N1CCN(c2c(NCCN3CCN(c4ccccc4F)CC3)c(=O)c2=O)CC1` as listed: 21	-8	12	-2	i	0.6	7	2.0	4	0.0

(listing goes on)
SMILES | VHR inh abs | PriA SSB inh | Yp Topo-I inh | Anthrax LF inh2 | Vc quorum ag | BoNT-A LC inh2 | CCHF vOTU inh | TcdB GH inh | SARS 3CLpro inh | PfHsp40 rescue
CCc1ccc(/C=C2\C(=N)N3N=C(CC(=O)N4CCCCC4)SC3=NC2=O)cc1 | -14 | -4 | -8 | 2 | -0.2 | 1.6 | 3 | 1.3 | 4 | -1.6
CCc1nnc(NC(=O)c2ccc(-c3ccc(F)cc3)o2)s1 | 22 | 6 | 2 | -2 | -0.5 | 0.5 | 5 | 1.1 | 1 | -0.1
CCOC(=O)c1sc2ncnc(N3CCN(CC)CC3)c2c1C | 21 | 0 | -1 | -1 | -0.2 | -0.2 | -5 | 0.4 | 2 | 2.9
CCNc1nc(NCC)nc(SCCOC(=O)Nc2ccc(Cl)cc2Cl)n1 | 26 | -11 | -6 | -1 | i | 0.9 | 17 | / | -3 | 0.8
O=C(Nc1ccc(Oc2ccccc2)cc1)c1csc([C@H]2C[C@H](O)[C@@H](CO)O2)n1 | / | / | -3 | 2 | 0.0 | 0.2 | 2 | 1.1 | / | /
Cc1ccc(S(=O)(=O)CCC(=O)OCc2cc(C)ccc2C)cc1 | / | -24 | 43 | 1 | 2.8 | -0.5 | 7 | 1.3 | / | -0.2
Cc1c(Cl)cccc1NS(=O)(=O)c1ccc(-c2ccc(=O)[nH]n2)o1 | 3 | -6 | 2 | 0 | -0.4 | 1.2 | -4 | 0.7 | 3 | 0.1
CC(C)N1CC(C(=O)Nc2ccc(Cl)c([N+](=O)[O-])c2)CC1=O (stereo not given) | 16 | -3 | -1 | 0 | -0.4 | -2.7 | 0 | 0.9 | 0 | -0.9
Cc1ccc(NC(=O)CO/N=C/c2ccc(N(C)C)cc2)cc1 | 4 | / | 4 | 4 | -5.6 | -0.4 | -8 | 1.0 | 0 | -1.5
CC(C)(C)c1cc(-c2nc(N)nc(N)n2)c(O)c(C(C)(C)C)c1 | / | 4 | -3 | 0 | -0.6 | -0.7 | 4 | 0.2 | / | 225*
COc1cc(C(=O)OC2CC3CCC2(C)C3(C)C)ccc1OC(C)=O (stereo not given) | 35 | -14 | 35 | 5 | -0.3 | 0.8 | 1 | -0.6 | 0 | 6.9
Cc1ccc(NC(=O)C2CCCN(c3ncnc4c3nc3n4CCCCC3)C2)cc1Cl (stereo not given) | -4 | -10 | 31 | 1 | -0.2 | 0.6 | 13 | 0.8 | 1 | 10
COc1ccc(/C=N/N=C2/NC(=O)C(CC(=O)NC(N)=O)S2)cc1 (stereo not given) | 22 | / | -3 | 1 | i | -0.1 | 16 | 11* | -3 | -0.6
CSCCC(NS(=O)(=O)c1ccc(C)cc1C)C(=O)Nc1cccnc1 (stereo not given) | / | 0 | -1 | 5 | 3.2 | -0.6 | 12 | 5.4 | / | -0.7
COc1cccc(C2c3c(-c4ccccc4O)n[nH]c3C(=O)N2Cc2ccco2)c1 (stereo not given) | -8 | -5 | 14 | -7 | 0.4 | -1.4 | -4 | 1.5 | 6 | -0.7
C=CCNC(=O)C1CCN(S(=O)(=O)c2ccc3ccccc3c2)CC1 | 17 | -14 | 18 | 17 | 0.3 | 2.6 | 4 | -1.1 | -5 | -0.4
CCC(CC)c1nnc(NC(=O)COc2ccc3c(C)cc(=O)oc3c2)s1 | 32 | -7 | -5 | 0 | 25 | -1.9 | -17 | / | 6 | -0.5
C=COCCNC(=O)C1CC(=O)N(c2ccc(C)cc2)C1 (stereo not given) | 28 | 2 | 3 | -6 | -7.1 | -1.1 | 3 | / | 7 | 0.9
O=C(C1COc2ccccc2O1)N1CCN(c2ccc([N+](=O)[O-])cc2)CC1 (stereo not given) | / | 9 | 11 | / | 1.6 | / | 4 | 3.8 | / | -0.1
CCOC(=O)C(CC)n1cnc2c(nnn2-c2ccccc2)c1=O (stereo not given) | 21 | -3 | 7 | -9 | -0.2 | -0.7 | / | / | -4 | 0.5
O=C(CSc1nc(N2CCOCC2)nc(N2CCOCC2)n1)Nc1cccc(C(F)(F)F)c1 | 14 | 5 | 7 | 3 | i | -0.1 | 21 | 0.3 | 1 | -0.1
O=C1[C@H]2C(c3ccccc3)=NN(c3ccccc3)[C@H]2C(=O)N1c1ccccc1 | 32 | -70 | -5 | -8 | i | 0.0 | -9 | 1.1 | 6 | 4.9
C=CCN1C(=O)C2(NNc3ccccc3O2)c2ccccc21 (stereo not given) | 25 | -9 | -2 | -1 | i | -1.2 | 3 | / | 3 | -1.6
COc1cccc(CNC(=O)CCNS(=O)(=O)c2ccc3[nH]c(=O)oc3c2)c1 | 23 | 2 | -1 | -1 | i | -1.2 | -13 | / | 0 | 0.7

Compound activity from PubChem.
